# Compound activity from PubChem.
# HTRA1 inh: HTRA1 (human) protease inhibition; Q92743; recombinant HTRA1, FP-rhodamine activity-based probe, fluorescence polarization; inhibition, % at 5.96 µM; hit rate 0.5% among 340,000; AID 504803; in the data active means inhibition above about 36%;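 further: 0% = enzyme with DMSO and 100% = wells lacking enzyme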
# rCAG RNA binder: r(CAG) repeat RNA binding. inhibition, % at 3 µM. TO-PRO-1 dye displacement fluorescence. AID 651821. hit rate 1.3% among 370,000;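 active means inhibition above the plate cutoff, the mean of all test compounds on that plate plus 3 SD, cut at about 35% in these data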;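 further: 0% = DMSO alone and 100% = 100 µM mitoxantrone as full dye displacement; higher means more dye released from RNA so lower well fluorescence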
# GC-A act: GC-A (human) enzyme activation; P16066; activation, % at 10 µM; AID 1671463; HEK293 GC-A cells, cGMP TR-FRET, EC30 ANP; 0% at EC30 ANP, 100% saturating ANP; hit rate 0.14% among 370,000; in the data active means activation above about 40%
# UHRF1 binding: human UHRF1 methylated DNA binding inhibitors; UHRF1 binding to methylated oligo, TR-FRET; inhibition, % at 4.4 µM; Q96T88; AID 687016; hit rate 0.75% among 370,000; in the data active means inhibition above about 21%;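 further: UHRF1 SRA domain binding a hemimethylated CpG hairpin DNA probe; 0% = median of test compound wells and 100% = reference inhibitor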
# MBD2 DNA inh: MBD2-methylated oligo binding inhibition. inhibition, % at 4.4 µM. hit rate 0.31% among 370,000. Q9UBB5. TR-FRET, MBD2 binding to methylated oligonucleotide; in the data active means inhibition above about 13%
# Target sequence (Q9UBB5 whole entry, looked up): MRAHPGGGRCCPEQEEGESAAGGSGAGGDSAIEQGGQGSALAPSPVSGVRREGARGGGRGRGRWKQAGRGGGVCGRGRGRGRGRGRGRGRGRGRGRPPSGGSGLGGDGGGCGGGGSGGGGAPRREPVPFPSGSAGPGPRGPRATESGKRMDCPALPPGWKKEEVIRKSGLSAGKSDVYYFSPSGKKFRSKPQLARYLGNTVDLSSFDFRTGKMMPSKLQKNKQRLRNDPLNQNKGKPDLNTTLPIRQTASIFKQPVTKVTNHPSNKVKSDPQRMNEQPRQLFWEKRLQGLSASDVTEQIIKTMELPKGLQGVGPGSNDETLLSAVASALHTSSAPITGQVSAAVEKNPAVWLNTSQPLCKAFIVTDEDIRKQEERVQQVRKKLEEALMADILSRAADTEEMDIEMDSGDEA
# NPR2 activator: GC-B (human) receptor activation. P20594. AID 1920062. activation, % at 10 µM. HEK293-GC-B cells, CNP EC30, cGMP TR-FRET; 0% at EC30 CNP, 100% saturating CNP. hit rate 0.11% among 370,000;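 active means activation at 10 µM reaching about 35% in either raw or pattern-adjusted values, limit read from the data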
# PRMT1 inh: inhibitors of human PRMT1 | Q99873 | recombinant PRMT1, activity-based probe fluorescence polarization | inhibition, % at 2.79 µM | hit rate 1.3% among 370,000 | AID 652257;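 active means inhibition above about 21% made by adding two undisclosed values, limit read from the data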
# SIAE inh: blocks human sialic acid acetylesterase; Q9HAT2; SIAE FP-Rh probe binding, fluorescence polarization; inhibition, % at 9.66 µM; hit rate 0.69% among 370,000; AID 1053197;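 active means inhibition above a cutoff: mean of compounds within the control limits plus 3 SD of those, cut at about 17% in these data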;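 further: 0% = plate median of compound wells and 100% = probe without SIAE protein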
# TCR CD3 inh: inhibitors of human TCR-CD3 interaction; AID 651800; hit rate 0.37% among 360,000; TAMRA-labeled TCR probe fluorescence, biochemical; inhibition, % at 9.4 µM; in the data active means inhibition above about 19%;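 further: recombinant mutant TCR 2C K166C tagged with TAMRA read by polarization; 0% = receptor in buffer alone and 100% = receptor with positive control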
# mABHD4 FP: inhibitors of mouse ABHD4 | hit rate 0.54% among 370,000 | Q8VD66 | purified mABHD4, FP-Rh probe fluorescence polarization | inhibition, % at 8.92 µM;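 active means inhibition exceeding the mean over every tested compound plus 3 SD, cut at about 30% in these data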;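 further: 0% = plate median of compound wells and 100% = S159A mutant with DMSO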
# Target sequence (Q8VD66 whole entry, looked up): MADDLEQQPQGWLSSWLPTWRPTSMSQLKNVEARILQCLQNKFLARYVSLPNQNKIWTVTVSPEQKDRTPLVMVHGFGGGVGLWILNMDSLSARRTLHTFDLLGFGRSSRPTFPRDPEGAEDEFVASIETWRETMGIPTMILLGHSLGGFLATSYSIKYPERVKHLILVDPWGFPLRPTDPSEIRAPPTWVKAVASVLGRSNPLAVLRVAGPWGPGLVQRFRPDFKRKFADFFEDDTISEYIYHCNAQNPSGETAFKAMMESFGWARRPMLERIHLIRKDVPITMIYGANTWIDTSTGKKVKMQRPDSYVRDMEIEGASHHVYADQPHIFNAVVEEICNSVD
#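 Assay system: wild-type mouse ABHD4 protein; compound: single nominal dose of 8.92 µM, 0.89% DMSO final; schedule: 45 min + 60 min at 25 °C; measured by: FP readout, ex 525 nm / em 598 nm; evaluation: % inhibition of FP-Rh probe binding versus controls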
# The depositor's hits bear a star; / = no result given.
SMILES,HTRA1 inh,rCAG RNA binder,GC-A act,UHRF1 binding,MBD2 DNA inh,NPR2 activator,PRMT1 inh,SIAE inh,TCR CD3 inh,mABHD4 FP
Cc1ccc(OCC(=O)c2cc(C)n(Cc3cccs3)c2C)c([N+](=O)[O-])n1,-7,0,-1,-2,-5,-5,0,-2,-7,-11
Cc1ccc2nc(SCC(=O)NNC(=O)c3ccccc3)[nH]c2c1,4,0,2,2,3,2,2,1,0,6
CC(C)(C)Nc1nc(Cl)nc(NCc2ccccc2)n1,-4,-7,-2,-2,1,-5,-3,4,4,-4
CCCCN1CC[C@@H](C)Oc2cc(Br)ccc2S1(=O)=O,/,1,-15,1,-3,-9,3,-5,/,2
O=C(Nc1ccc(-c2ccc3nncn3n2)cc1)C1CCCC1,-5,3,-2,-4,2,0,0,-2,0,-3
COc1ccc(C2NC(=S)NC(O)(C(F)(F)F)C2C(=O)c2cccs2)cc1 (stereo unspecified),7,4,-1,2,-6,-4,12,10,-5,2
O=C(Nc1ccc(N2CCN(C(=O)c3ccccc3)CC2)cc1)c1ccc([N+](=O)[O-])o1,7,-6,-3,-3,-12,1,-3,4,4,5
Cc1nc(C)n(C(=O)N(c2ccccc2)c2ccccc2)n1,0,-2,-3,0,-7,-1,-3,6,1,7
COc1cscc1C(N)=O,/,1,1,0,-2,-1,2,-2,4,7
CCOC(=O)c1ccc(NC(=O)CSc2nncn2-c2cccnc2)cc1,0,-1,1,0,-1,-1,0,-8,10,-2

# Rewritten with each value named: three of the compounds above
SMILES: O=C(Nc1ccc(-c2ccc3nncn3n2)cc1)C1CCCC1
  HTRA1 inh: -5
  rCAG RNA binder: 3
  GC-A act: -2
  UHRF1 binding: -4
  MBD2 DNA inh: 2
  NPR2 activator: 0
  PRMT1 inh: 0
  SIAE inh: -2
  TCR CD3 inh: 0
  mABHD4 FP: -3

SMILES: COc1cscc1C(N)=O
  HTRA1 inh: /
  rCAG RNA binder: 1
  GC-A act: 1
  UHRF1 binding: 0
  MBD2 DNA inh: -2
  NPR2 activator: -1
  PRMT1 inh: 2
  SIAE inh: -2
  TCR CD3 inh: 4
  mABHD4 FP: 7

SMILES: Cc1nc(C)n(C(=O)N(c2ccccc2)c2ccccc2)n1
  HTRA1 inh: 0
  rCAG RNA binder: -2
  GC-A act: -3
  UHRF1 binding: 0
  MBD2 DNA inh: -7
  NPR2 activator: -1
  PRMT1 inh: -3
  SIAE inh: 6
  TCR CD3 inh: 1
  mABHD4 FP: 7

# (listing goes on)
SMILES,HTRA1 inh,rCAG RNA binder,GC-A act,UHRF1 binding,MBD2 DNA inh,NPR2 activator,PRMT1 inh,SIAE inh,TCR CD3 inh,mABHD4 FP
CC(=O)CCc1oc2ccc(C)cc2c1-c1ccc(C)o1,-4,8,-5,-2,-2,-2,5,10,1,1
CC1=C(C#N)C(Nc2ccc(C)cn2)(C(F)(F)F)C(=O)N1 (stereo unspecified),-1,0,4,2,-1,2,5,-5,-4,2
Cc1ccc(Nc2nc(-c3c(C)nc4ncccn34)cs2)cc1,6,5,2,2,-1,-4,6,4,-2,19
CC(C)c1ccc(NC(=O)/C(C#N)=C/c2ccncc2)cc1,-5,3,24,0,2,6,0,18*,-4,3
O=C(CN1CCCCCC1)Nc1ccc(Br)cc1[N+](=O)[O-],-10,-7,1,2,-3,-5,-1,7,-2,0
CCn1nc(C(=O)Nc2cccc3ccccc23)c(Cl)c1Cl,-20,6,-3,2,6,2,7,-7,-4,-33
CCCCN(CC)S(=O)(=O)c1ccccc1,7,-3,1,0,-2,3,-2,-1,7,1
CCOc1ccccc1NC(=O)c1ccoc1C,-6,5,-2,7,-2,1,1,3,-8,-3
CCOC(=O)c1[nH]c2ccccc2c1NC(=S)Nc1cccc(C)c1C,5,4,-7,0,4,-6,8,3,-2,-5
O=C(CSc1ccc(F)cc1)N1CCOCC1,-1,-1,1,0,-2,-2,3,-1,1,2
Cc1cccc(C(=O)OCC(=O)Nc2ccc3c(c2)OCCO3)c1O,-1,1,0,-1,4,6,-6,-7,-1,0
O=C(/C=C/Nc1cccc(C(F)(F)F)c1)c1ccco1,-17,-3,0,3,3,0,3,1,6,5
O=C(NCc1ccco1)C(=O)NCc1ccccc1Cl,-10,-2,4,5,0,3,1,8,-9,8
COC(=O)C[C@H]1C[C@H]2c3cc(NC(=O)Cc4ccncc4)ccc3O[C@H]2[C@@H](CO)O1,3,3,0,-5,-7,0,-3,-1,4,7
CCn1c2ccccc2c2cc(NC(=O)C/C(C)=N/NC(=O)c3ccccc3N)ccc21,3,15,-4,4,7,-3,4,7,-7,-12
CCOc1ccc(NC(=O)c2ccc(Cl)c(NC(=O)c3ccco3)c2)cc1,-4,-2,-3,-2,-6,0,-1,-1,6,-2
O=C(COC(=O)c1cccc(Cl)c1Cl)NC1CCCC1,1,-2,3,-1,-2,1,-2,3,0,-2
CCOC(=O)CSc1nc2c(sc(=S)n2Cc2ccco2)c(=O)n1-c1ccccc1,-17,6,-1,5,2,2,-4,-6,0,-11
COC(=O)c1sc(NC(=O)COc2ccccc2OC)nc1C,-4,-7,0,-6,-4,2,-3,-5,2,-4
Cc1ccc(-c2noc(CSc3nnc(-c4ccccc4)n3C)n2)cc1,-7,-5,-3,-2,-8,-3,-1,7,4,-7
CC(=O)c1ccc(NC2CC(O)C(O)CO2)cc1 (stereo unspecified),4,6,1,3,6,8,1,-8,-3,-16
O=C(Cn1ncn2c(cc3sccc32)c1=O)NC1CCCC1,-4,2,-1,2,0,3,4,3,2,-2
O=C(COC(=O)Cc1c[nH]c2ccccc12)Nc1cc(S(=O)(=O)N2CCOCC2)ccc1Cl,0,6,-3,0,2,-3,-1,-4,-3,2
CCOc1ccc(-n2c([S-])c(C(=O)Nc3ccc(S(=O)(=O)N4CCOCC4)cc3)[n+]3cc(C(N)=O)ccc23)cc1,-11,6,2,-1,-2,-2,-3,-10,4,0
COc1ccc(CNC(=O)C2CCN(c3nn4c(=O)cc(C)nc4s3)CC2)cc1,3,2,0,1,2,-2,0,5,-4,4
COc1ccc(NC(=S)Nc2cccnc2)c(OC)c1,11,-2,-3,0,-6,5,-1,-1,4,8
CCC1CCCCN1C(=O)c1ccc(OC2CCN(Cc3ccccn3)CC2)cc1 (stereo unspecified),-2,-9,3,0,0,-1,0,0,-4,1
Cc1ccc(C(O)CCc2ccc(N)cc2)cc1 (stereo unspecified),2,1,3,0,-5,6,-2,10,0,-3
CCCCN(C)CCNC(=O)CN1C(=O)CSc2ccc(S(=O)(=O)N3CCCC3)cc21,0,-3,-5,-1,1,-1,-2,-10,-4,-3
N/C(=N/O)c1nc(N2CCCC2)nc(N(c2ccccc2)c2ccccc2)n1,-17,-5,-12,-2,1,-8,-3,9,1,-3
CC(C)(/C=N/O)/[N+]([O-])=C/c1ccco1,-1,1,-6,-2,2,8,-1,5,5,4
COc1ccccc1CNS(=O)(=O)c1ccc(Br)s1,1,-1,-3,0,-1,-6,2,9,-2,0
Cc1cccc2[nH]c3c(N4CC=C(c5ccc(F)cc5)CC4)ncnc3c12,/,15,8,4,2,9,3,9,-3,-2
O=C(c1ccc(Br)cc1)c1cn[nH]c1-c1ccccc1O,-17,3,-9,1,-7,-8,2,-3,3,-3
CCCC(=O)Nc1ccc(NC(=O)c2ccco2)cn1,3,-22,3,0,-3,1,1,1,-3,-1
CCOC(=O)C1=C(C)N=C2SC(C(=O)OC)=CC(=O)N2C1c1ccc(F)cc1 (stereo unspecified),-28,31,-18,-2,2,5,2,-8,1,3
O=C(O)/C=C/c1ccc(S(=O)(=O)N(CCO)CCO)cc1,3,1,-4,2,-1,4,3,-2,0,1
COc1ccc(N(C(C)C(=O)Nc2ccc(S(=O)(=O)N3CCCCC3)cc2)S(C)(=O)=O)cc1 (stereo unspecified),-16,3,-1,2,4,0,2,3,1,-4
CSc1ccccc1NC(=O)COC(=O)CCC(=O)c1ccc(F)cc1,-5,3,-2,4,5,3,3,2,-8,-3
CC(C)(C)OC(=O)N1CCN(C(=O)c2[nH]cnc2C(=O)Nc2cccc(Cl)c2)CC1,3,8,-1,2,11,-2,2,-3,-4,-12
COc1ccccc1CC(=O)NC1CCC(C)CC1 (stereo unspecified),1,-2,-2,-1,5,-4,-3,5,6,-6
CCN(CC)C(=O)Cn1cc(C(=O)C(=O)NCCCN2CCCCC2)c2ccccc21,2,-2,1,-1,-1,4,0,2,-2,-4
CC(=O)N1CCc2cc(S(=O)(=O)CCC(=O)N3CCN(c4cc(C)ccc4C)CC3)ccc21,5,0,-8,-1,3,-3,0,-7,2,1
CCOC(=O)Cn1c(=NC(=O)C(C)(C)C)sc2cc([N+](=O)[O-])ccc21,-1,0,4,-1,-2,7,3,4,6,4
CCN1CN(Cc2ccccc2)CNC1=S,6,-1,3,-4,-7,-4,-3,5,3,2
Cc1ccc(Cn2ccc(NC(=O)c3cc(-c4cccs4)on3)n2)cc1,-10,-1,5,0,0,-3,0,-2,9,-8
O=C(N/N=C/c1ccc(Br)s1)c1ccncc1,14,1,-1,-4,-1,0,-4,-1,6,-1
COc1cc(C(=O)NCC2CCCO2)ccc1OCc1ccc(Cl)cc1Cl (stereo unspecified),-14,-2,8,-2,-4,-5,-6,-3,-3,-25
CC(=O)N1C(=O)C(=C2C=C(C)OC(C)=C2)c2ccccc21,-2,2,-8,0,-5,-8,0,1,-2,1
CC1(C)Cc2c(c(N3CCOCC3)nc3sc(C(=O)N4CCCCC4)c(N)c23)CO1,3,6,2,-5,-1,4,17,-6,7,10
# Continued.
SMILES,HTRA1 inh,rCAG RNA binder,GC-A act,UHRF1 binding,MBD2 DNA inh,NPR2 activator,PRMT1 inh,SIAE inh,TCR CD3 inh,mABHD4 FP
CN(Cc1cnccn1)C(=O)C1CCC(=O)N(CCc2ccccc2)C1 (stereo unspecified),2,1,2,3,-1,6,-3,-7,3,-2
COC(=O)c1ccccc1NC(=O)c1cc2n(n1)C(C(F)F)CC(C(F)F)N2 (stereo unspecified),2,3,4,-3,-3,-3,-2,-5,8,4
C=CCn1c(SC(C)C(=O)NC2(C#N)CCCCC2)nnc1-c1ccc(OC)cc1 (stereo unspecified),-5,-4,-4,8,3,2,9,8,-3,-9
Cc1ccc2nc(SCc3nc4ccccc4c(=O)[nH]3)[nH]c2c1,-15,6,5,1,2,-6,3,-5,3,-2
COCCCNC(=O)c1ccccc1N(Cc1ccccc1)S(=O)(=O)c1ccccc1,0,-9,-1,-1,6,1,-7,0,4,-1
COC(=O)C1=C(C)C(c2ccc(OC)cc2)NC(=S)N1 (stereo unspecified),-3,8,6,-2,2,13,0,3,-4,2
Cc1cccc(CCNC(=O)Cn2ncc3c2-c2cc(C)ccc2OC3)c1,/,0,-14,0,2,-11,6,-1,/,-2
CN(C)c1ccc(NC(=O)CSc2nc(N)c(C(=O)Nc3ccc(N(C)C)cc3)s2)cc1,5,19,-2,-5,-4,0,8,20*,-2,4
CC(C)n1c(O)c(/C=C2\C=Nc3ccccc32)sc1=Nc1ccccc1,2,6,4,0,3,-1,-1,2,0,-2
N#C/C(=C\c1ccc(Br)s1)C(=O)N1CCN(c2ccccc2)CC1,4,-5,-2,0,-2,-3,3,-1,0,6
Cc1ccc(C)c(-n2c(SCC(=O)Nc3nonc3C)nnc2-c2ccoc2C)c1,-19,-5,-5,0,8,-8,-1,2,-5,7
CC1CC(=O)N(CC(=O)NC2CCCCC2)c2ccccc2S1 (stereo unspecified),3,-5,-26,0,-1,-11,1,1,-2,1
COC1OC2COC(c3ccccc3)OC2C2OC12 (stereo unspecified),6,0,-1,-1,4,2,4,2,0,6
CN(C)c1cc(C(=O)N(C)c2ccccc2)ncn1,/,5,1,0,0,-1,-5,2,-1,4

# A portion of the library, so the mix of outcomes need not match the whole.
